C1s inh: blocks human complement C1s protease activity; P09871; purified C1s, fluorogenic AMC substrate, pooled mixtures; mean inhibition % of two 10-compound mixtures (hits give high values), % at 5 µM (by protocol); hit rate 0.16% among 62,000; AID 538;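 active = inhibition above 20% in each of the two 10-compound mixture wells holding the compound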;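 note: 0% = enzyme wells lacking compound mixture and 100% = no-enzyme blank wells; some compounds called inactive have numbers as strong as hits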
CatB mix inh: human cathepsin B inhibition by mixtures | P07858 | Purified cathepsin B, AMC dipeptide fluorescence, compound mixtures | inhibition, %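 (ten-compound pools at 5 µM per compound and 50 µM total)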 | hit rate 0.06% among 62,000; in the data active = inhibition above about 22%, passing the limit was not always enough; inconclusive = no clear call, values can overlap the other calls;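 note: 0% = enzyme without compound and 100% = no enzyme blank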
CatG inh: inhibitors of human cathepsin G; purified enzyme, AMC-tetrapeptide fluorescence, pooled mixtures; inhibition, % at 5 µM (by protocol); hit rate 0.2% among 62,000;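 active = inhibition above 20% in each of the two mixture wells holding the compound; inactive = inhibition of 20% or less in either well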;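 note: 0% = enzyme control without mixture and 100% = blank lacking enzyme; strong numbers were not always called active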
Target sequence (P08311 21-244 limits assumed): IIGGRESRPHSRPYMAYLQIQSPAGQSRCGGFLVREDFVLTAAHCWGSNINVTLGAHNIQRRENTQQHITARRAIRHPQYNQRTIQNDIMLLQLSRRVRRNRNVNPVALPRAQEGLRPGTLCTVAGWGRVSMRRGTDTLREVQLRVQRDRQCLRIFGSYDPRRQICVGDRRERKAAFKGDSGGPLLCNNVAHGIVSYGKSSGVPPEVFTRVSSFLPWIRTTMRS
HER2 expr 66K: lowers expression of human Her2 kinase. P04626. SKBR-3 HER2 protein level, AlphaScreen, 18-24 h; hits give low values. HER2 level % of control, % at 10 µM. hit rate 0.69% among 65,000;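 active = HER2 level under 5% of the carrier-only control; inconclusive = no clear call, values can overlap the other calls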;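 note: 100% = DMSO carrier and 0% = 500 nM PU-H71 HSP90 inhibitor; lower value means stronger loss of Her2 protein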
PKA kinase inh: PKA (human) kinase inhibition | inhibition, % at 6 µM | PKA Kemptide phosphorylation, Kinase-Glo ATP luminescence | P17612 | hit rate 0.1% among 65,000;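 active = inhibition above the screen-wide mean inhibition plus 3 SD, cut at about 21% in these data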; note: many of its hits are not listed in these tables
CatS inh: blocks human cathepsin S protease activity; P25774; recombinant cathepsin S, AMC dipeptide fluorescence, pooled mixtures; inhibition, %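 (tested at 5 µM per compound within 10-compound mixtures)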; hit rate 0.06% among 62,000; in the data active = inhibition above about 32%, passing the limit was not always enough; inconclusive = no clear call, values can overlap the other calls;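 note: 0% = enzyme without compound and 100% = blank without enzyme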
Target sequence (P25774 115-331 limits assumed): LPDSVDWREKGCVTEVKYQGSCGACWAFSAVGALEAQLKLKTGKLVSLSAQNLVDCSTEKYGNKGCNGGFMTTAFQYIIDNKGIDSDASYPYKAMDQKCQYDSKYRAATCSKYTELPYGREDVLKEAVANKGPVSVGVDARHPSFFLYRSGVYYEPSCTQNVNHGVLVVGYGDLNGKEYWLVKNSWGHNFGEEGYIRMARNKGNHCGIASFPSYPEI
CatB inh: blocks human cathepsin B protease activity; inhibition, %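 (tested at 10 µM)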; hit rate 0.1% among 63,000; purified cathepsin B, fluorogenic substrate, fluorescence; P07858; AID 453; in the data active = inhibition above about 21%;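 note: 0% = enzyme with no compound and 100% = no enzyme blank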
CatL inh: blocks human cathepsin L protease activity; purified cathepsin L, fluorogenic substrate, fluorescence; inhibition, %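 (tested at 10 µM)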; AID 460; hit rate 0.17% among 58,000; in the data active = inhibition above about 45%;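 note: 0% = enzyme with no compound and 100% = no enzyme blank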
Target sequence (P07711 114-288 limits assumed): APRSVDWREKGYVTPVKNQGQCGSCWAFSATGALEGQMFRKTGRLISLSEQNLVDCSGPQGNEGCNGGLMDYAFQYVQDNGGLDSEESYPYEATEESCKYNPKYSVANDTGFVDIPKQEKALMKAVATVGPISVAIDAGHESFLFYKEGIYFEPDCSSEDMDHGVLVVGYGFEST
Target sequence (P07711 292-333 limits assumed): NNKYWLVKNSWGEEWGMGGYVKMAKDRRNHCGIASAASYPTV
ROCK2 inh: blocks human Rho kinase 2 activity | O75116 | purified ROCK2, Kinase-Glo ATP depletion luminescence | inhibition, % at 6 µM | hit rate 0.35% among 60,000 | AID 604;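 active = inhibition above the screen-wide mean inhibition plus 3 SD, cut at about 18% in these data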;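 note: plate controls were DMSO wells for no effect and Y-27632 control wells after no-enzyme background subtraction for full effect; many of its hits are not listed in these tables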
* marks the source's active call; other numbers are inactive results; ? = inconclusive; nt = no result given.

Preview:
C1s inh,CatB mix inh,CatG inh,HER2 expr 66K,PKA kinase inh,CatS inh,CatB inh,CatL inh,ROCK2 inh,structure
-19,-3,8,75,12,8,-1,11,4,COc1ccc(OC)c(NC(=O)C2CC(=O)N(c3ccc(Br)cc3)C2)c1 (stereo not given)
-1,-3,-2,114,7,-4,-3,0,5,COc1cc(C(=O)N2CCCC(c3nc(-c4cccs4)no3)C2)cc(OC)c1OC (stereo not given)
-5,-3,-4,nt,-8,2,0,-9,nt,CCn1c(=O)c(=O)[nH]c2cc(C(=O)NC3CCCc4ccccc43)ccc21 (stereo not given)

All compounds of this part, repeating the preview:
C1s inh,CatB mix inh,CatG inh,HER2 expr 66K,PKA kinase inh,CatS inh,CatB inh,CatL inh,ROCK2 inh,structure
-19,-3,8,75,12,8,-1,11,4,COc1ccc(OC)c(NC(=O)C2CC(=O)N(c3ccc(Br)cc3)C2)c1 (stereo not given)
-1,-3,-2,114,7,-4,-3,0,5,COc1cc(C(=O)N2CCCC(c3nc(-c4cccs4)no3)C2)cc(OC)c1OC (stereo not given)
-5,-3,-4,nt,-8,2,0,-9,nt,CCn1c(=O)c(=O)[nH]c2cc(C(=O)NC3CCCc4ccccc43)ccc21 (stereo not given)
16,5,15,82,6,10,4,14,16,COc1ccc(OC)c(S(=O)(=O)N2CCc3ccccc32)c1
-22,-1,51*,83,9,14,7,6,5,COc1ccccc1-c1cc(C(=O)NCc2ccccc2)no1
7,7,1,18,4,-9,-5,2,3,COc1cccc(C2=NC(C)(C)NC(c3ccccc3O)C2)c1 (stereo not given)
-120,-14,-19,109,11,-20,-4,9,8,COC(=O)NC1CSCC1OC(=O)c1ccc(Br)cc1 (stereo not given)
21,9,15,84,4,3,-2,-5,-2,CC1CCCN(C(C(=O)Nc2ccc3c(c2)OCO3)c2ccccc2)C1 (stereo not given)
-19,6,-7,75,2,13,7,10,1,CC1=C(C(=O)Nc2ccc(Cl)cc2)C(c2cccs2)n2nnnc2N1 (stereo not given)
4,-3,10,73,-12,2,4,15,-3,CN(C)c1ccc(N/C=C/C(=O)c2ccccc2)cc1
-3,0,4,105,2,9,1,5,4,Cc1nc2nc[nH]n2c(=O)c1NC(=O)c1cccc(OCC(C)C)c1
17,5,9,190,nt,3,2,-3,nt,C/C(=C\c1ccccc1)CN1CCN(c2ccccc2)CC1
-5,0,-1,98,-4,14,2,-1,-6,O=C1CC(c2c[nH]c3ccccc23)C(=O)N1 (stereo not given)
3,1,-5,103,10,-8,0,-3,9,COc1ccc(-c2cnc(N)nc2-c2ccc(OC)cc2O)cc1
-4,11,3,128,4,13,-2,8,nt,CNC(=O)C1C2C=CC3(O2)C1C(=O)N(C1CC1)C3C(=O)NCc1ccc(OC)cc1 (stereo not given)
-18,3,4,104,2,2,1,26,10,CCOC(=O)c1ccccc1NC(=O)CSc1ncc(C(=O)OCC)c(N)n1
3,0,8,142,5,0,3,20,5,Cc1ccc(NC2c3ncccc3C(=O)N2c2ccccc2C)cc1C (stereo not given)
-2,5,-1,78,0,5,-3,19,1,COc1ccc(NC(=O)Cn2nnc(C(=O)NCc3ccccc3)c2N)cc1Cl
-4,-3,-5,130,5,-16,-4,-8,-2,COc1cccc(-c2nn(C)c3sc(C(=O)NCc4ccc5c(c4)OCO5)cc23)c1
7,-18,-16,84,6,-14,3,18,2,COc1ccc(OC)c(NC(=O)c2nnn(CCc3ccccc3)c2N)c1
14,1,10,95,3,-8,3,10,4,Cn1cccc1-c1nc2ccc(NC(=O)c3ccco3)cc2[nH]1
18,5,13,112,-1,10,2,nt,3,CCC(=O)n1nc(-c2ccco2)nc1SCc1ccccc1
-16,2,3,129,5,-4,1,8,4,CCc1cc2c(cc(C(=O)O)n2C)s1
2,0,9,93,-6,-1,-2,-5,-7,c1ccc(Cc2nn3c(C4COc5ccccc5O4)nnc3s2)cc1 (stereo not given)
-4,4,-4,79,-8,17,8,nt,-8,CCCCC1CCC(c2nc(-c3cccnc3)no2)CC1 (stereo not given)
-13,4,-6,49,2,9,2,6,5,Cc1ccc2c(c1)c1c(n2CC(O)Cn2c(C)nc3ccccc32)/C(=N\O)CCC1 (stereo not given)
1,2,6,85,7,2,4,14,4,Cc1ccc2c(c1)N(C(C)C(=O)NCCc1ccccc1)C(=O)CO2 (stereo not given)
-4,3,-1,111,3,21,-6,-1,nt,CCOc1ccc(OCC)c(NS(=O)(=O)c2cccc3nsnc23)c1
-4,1,10,108,9,-3,4,10,2,CCc1cc(=O)oc2cc(OCC(=O)N3CCc4ccccc43)ccc12
-35,-5,3,35,-1,-12,0,8,-5,Cc1cccc(-n2nnnc2SCC(=O)c2cc(C)n(Cc3ccco3)c2C)c1
-5,0,0,76,-7,2,0,-5,-6,CCOC(=O)C1=C(C)NC(C)=C(C(=O)OCC)C1C(=O)OCC(=O)N1CCc2ccccc21
6,4,1,65,3,5,-3,3,2,CCCCn1ccnc1C(=O)c1cccc(S(=O)(=O)N2c3ccccc3CC2C)c1 (stereo not given)
-4,-1,-2,125,-4,14,0,11,1,COC(=O)c1c(NS(=O)(=O)c2cccs2)sc2c1CCCC2
0,6,-5,163,2,-6,1,2,-8,CCn1nnnc1-c1ccc(OC)c(S(=O)(=O)Nc2ccc(C(=O)OC)cc2)c1
-7,-1,-3,86,6,-6,0,0,-1,COc1ccccc1-n1c(SCC(=O)N2CCCC2)nc2cccnc21
-3,0,2,99,-8,-4,5,nt,-4,COc1cc2c(cc1OC)CN(C(=O)CSc1n[nH]c(N)n1)CC2
-28,-6,-15,99,9,-5,2,-60,4,COc1ccc(-c2cc(-c3ccccc3)nc(N3CCCC3)n2)cc1OC
9,5,10,94,0,-12,5,-10,6,Cc1ccc(-c2nc3ncccc3o2)cc1NC(=O)c1ccco1
-8,6,7,100,1,-2,3,-11,5,CCCCn1c(=N)n(CC(=O)C(C)(C)C)c2ccccc21
30*,5,34,39,2,-4,4,0,2,COc1cccc(C2=CC(c3cccc(OC)c3OC)n3nnnc3N2)c1 (stereo not given)
-12,-5,-2,111,7,-15,0,2,5,CCOc1ncccc1C(=O)OCC(=O)Nc1ncc(C(F)(F)F)cc1Cl
-18,2,4,81,8,-8,4,-9,-10,O=C(Nc1ccc(Cl)cc1F)c1ccc(COc2c(F)c(F)c(F)c(F)c2F)o1
-34,-5,-3,70,12,1,-5,-137,5,CCOC(=O)c1cnc2sc3c(n2c1=O)CCCC3
0,1,-3,82,9,3,1,-3,6,O=C(NC1CCCC1)c1ccc(Br)s1
1,-1,2,82,9,3,-2,5,4,Cc1ccc(CNc2nc3ccccc3n3nnnc23)cc1
4,1,-32,108,7,8,3,1,3,COc1ccc2c(c1)N(C(=O)CSc1n[nH]c(C)n1)C(C)(C)C=C2C
-50,-7,-8,71,13,-7,0,12,6,CC(C)CN(CC(C)C)S(=O)(=O)N1CCC(C(=O)NC2CCCCCCC2)CC1
-20,-3,-10,103,7,-2,6,7,3,COc1ccc(C(=O)COC(=O)Cn2nnc3ccccc32)cc1Br
-16,0,-2,101,2,-1,-1,10,2,CCOC(=O)C1=C(C)N=C2SCCC(=O)N2C1c1cccs1 (stereo not given)
-2,0,7,162,8,7,1,8,4,FC(F)C(F)(F)C1=CC(c2ccccc2)=NCCN1

(listing goes on)
C1s inh,CatB mix inh,CatG inh,HER2 expr 66K,PKA kinase inh,CatS inh,CatB inh,CatL inh,ROCK2 inh,structure
17,8,12,114,9,?,4,0,8,CCCS(=O)(=O)N1CCC(C(=O)NC2CCCCC2C)CC1 (stereo not given)
14,6,10,63,11,0,3,4,6,CN(C)CCN1C(=O)c2oc3ccccc3c(=O)c2C1c1ccccc1 (stereo not given)
6,3,12,101,2,15,9,-3,-2,COc1ccccc1NS(=O)(=O)c1ccc(NC(=O)CCNC(=O)c2ccco2)cc1
7,-2,1,71,12,2,-3,20,6,Nc1nc(CN2CCN(c3cccc(Cl)c3)CC2)nc(N2CCCc3ccccc32)n1
-1,0,-2,105,5,-6,-3,0,3,CCSc1nc2c(c(=O)[nH]1)C(C(C)C)C(C#N)=C(N)O2 (stereo not given)
-81,-5,0,68,10,-9,3,3,6,CCCC(=O)Nc1c2c(nn1-c1ccc(C)cc1C)CSC2
15,-2,9,73,10,9,2,nt,5,Cc1cc(C)c(OCC(=O)Nc2cccc(NC(=O)c3ccco3)c2)c(Br)c1
15,5,12,93,4,5,0,15,nt,COc1ccccc1Cn1c(=S)[nH]c2cc(C(=O)N3CCN(C)CC3)ccc2c1=O
10,-1,7,97,7,-5,5,4,1,CCOC(=O)c1c(C)[nH]c(C(=O)COC(=O)c2cn(CC)c3nc(C)ccc3c2=O)c1C
0,8,10,93,1,2,2,7,1,CCc1nnc(NC(=O)CSc2nnc(-c3ccc(OC)cc3)n2C)s1
-14,4,-2,-30*,4,-10,-4,-10,0,Cc1cc(NS(=O)(=O)c2cccs2)no1
nt,nt,nt,96,2,nt,-3,-4,8,Cc1cccc(OCC(=O)NCC(=O)n2nc(C)cc2C)c1
16,6,5,138,nt,0,0,-10,nt,O=C(CCN1CCc2ccccc2C1)Nc1ccc2c(c1)OCO2
-32,5,-1,117,-1,15,-2,9,0,O=C(NCc1ccncc1)c1c(F)c(F)c(F)c(F)c1F
-36,7,-6,107,8,16,4,-97,3,CCOC(=O)c1c(-c2ccccc2)[nH]c2ccc(O)cc12
0,2,-3,104,5,-4,-2,-1,nt,Cc1cccc(Nc2n[nH]c(=S)s2)c1C
-3,2,-17,84,7,7,2,5,4,CCC(=O)Nc1ccc2nc(SCC(=O)N3CCCC3)sc2c1
-2,-3,-3,87,-5,-6,-2,12,-7,CC(=O)Nc1cccc(NC(=O)c2c(-c3ccccc3)noc2C)c1
2,6,1,114,7,-1,-2,-3,5,CC(C)(C)C(=O)NC1CCN(C(=O)N2CCCC2)CC1
-43,-3,-11,124,7,-8,5,-5,5,CC(=O)OC(Cn1ccnc1)c1ccccc1 (stereo not given)

An excerpt; the hit share may differ from the screen's.
